Screening results: PubChem BioAssay, The Scripps Research Institute Molecular Screening Center
LYPLA1 inh = LYPLA1 (human) inhibition in PME1 counter-screen | hit rate 0.16% among 320,000 | O75608 | recombinant LYPLA1, FP-Rh probe fluorescence polarization | AID 2174 | inhibition, % at 5.9 µM;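 active = inhibition above the mean of all tested compounds plus 3 SD, set per campaign, cut at about 14% in these data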;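 also: inhibitors block serine hydrolase probe labeling of LYPLA1 so polarization falls; 0% = enzyme with DMSO and 100% = wells lacking LYPLA1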
Target sequence (O75608 whole entry, looked up): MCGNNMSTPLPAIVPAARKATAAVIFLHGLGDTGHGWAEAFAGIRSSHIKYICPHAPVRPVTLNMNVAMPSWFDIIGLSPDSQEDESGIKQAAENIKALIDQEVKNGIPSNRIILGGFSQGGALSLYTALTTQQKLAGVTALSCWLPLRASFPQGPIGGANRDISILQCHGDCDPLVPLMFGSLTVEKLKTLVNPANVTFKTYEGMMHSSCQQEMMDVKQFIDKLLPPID
PAFAH2 inh = PAFAH2 (human) inhibition | AID 492956 | recombinant PAFAH2, FP-rhodamine activity probe, fluorescence polarization | inhibition, % at 3.39 µM | Q99487 | hit rate 0.99% among 340,000;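 active = inhibition above the mean over all tested compounds plus 3 SD, cut at about 30% in these data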;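 also: inhibitors block probe labeling of enzyme so polarization drops; 0% = enzyme with DMSO and 100% = wells lacking PAFAH2 protein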
ZTA counter = blocks Epstein-Barr virus ZTA, an EBNA-1 counter-screen; hit rate 0.15% among 320,000; ZTA-DNA binding, fluorescence polarization; inhibition, % at 11 µM; in the data active = inhibition above about 33%
PAFAH1B2 inh = PAFAH1B2 (human) inhibition; P68402; recombinant PAFAH1B2, FP-rhodamine activity probe, fluorescence polarization; inhibition, % at 3.39 µM; hit rate 1.2% among 340,000; AID 492953;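 active = inhibition above the mean of all tested compounds plus 3 SD, cut at about 24% in these data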;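 also: 0% = enzyme with DMSO and 100% = wells lacking PAFAH1B2; many of its hits are not listed in these tables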
Target sequence (P68402 whole entry, looked up): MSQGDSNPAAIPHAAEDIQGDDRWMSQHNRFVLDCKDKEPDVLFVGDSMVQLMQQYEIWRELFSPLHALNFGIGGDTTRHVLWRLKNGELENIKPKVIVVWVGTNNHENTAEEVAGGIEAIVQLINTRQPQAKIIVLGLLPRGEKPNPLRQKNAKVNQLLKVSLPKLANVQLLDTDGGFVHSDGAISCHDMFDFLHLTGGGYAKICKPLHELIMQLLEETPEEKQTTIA
pPAFAH inh = inhibitors of human plasma PAF acetylhydrolase (pPAFAH) | Q13093 | AID 463082 | inhibition, % at 3.39 µM | recombinant pPAFAH, FP-rhodamine probe fluorescence polarization | hit rate 1.5% among 330,000;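 active = inhibition above the mean inhibition across the screen plus 3 SD, cut at about 25% in these data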;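 also: inhibitors block binding of the rhodamine activity-based probe so polarization drops; 0% = enzyme with DMSO and 100% = wells lacking pPAFAH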
EBNA-1 inhibitor = blocks EBNA-1 binding to DNA | inhibition, % at 14.8 µM | hit rate 0.34% among 300,000 | EBNA-1 DNA binding, fluorescence polarization | AID 1950; in the data active = inhibition above about 28%
LYPLA2 inh = blocks human lysophospholipase 2, a PME1 counter-screen | AID 2177 | O95372 | hit rate 0.38% among 320,000 | inhibition, % at 5.9 µM | recombinant LYPLA2, FP-Rh probe fluorescence polarization;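 active = inhibition above the screen-wide mean plus 3 SD, limit set per campaign, cut at about 26% in these data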;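 also: 0% = LYPLA2 with DMSO and 100% = wells lacking LYPLA2 enzyme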
Target sequence (O95372 whole entry, looked up): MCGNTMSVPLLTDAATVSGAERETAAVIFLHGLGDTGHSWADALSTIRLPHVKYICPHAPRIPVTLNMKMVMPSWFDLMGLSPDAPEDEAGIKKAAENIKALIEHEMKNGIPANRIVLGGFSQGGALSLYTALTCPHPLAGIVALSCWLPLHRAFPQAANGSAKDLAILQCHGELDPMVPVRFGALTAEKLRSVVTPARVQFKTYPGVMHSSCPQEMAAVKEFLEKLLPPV
PREPL inhibitor = inhibits the human prolyl oligopeptidase-like enzyme. Q4J6C6. recombinant PREPL, fluorescence polarization activity-based probe. inhibition, % at 5.96 µM. hit rate 0.68% among 320,000. AID 2751; in the data active = inhibition above about 43%;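 also: 0% = enzyme with DMSO and 100% = wells lacking enzyme; many of its hits are not listed in these tables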
PAFAH1B3 inh = inhibitors of human PAFAH1B3. recombinant PAFAH1B3, FP-rhodamine probe, fluorescence polarization. inhibition, % at 3.39 µM. hit rate 0.28% among 340,000;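 active = inhibition above the screen-wide average of all tested compounds plus 3 SD, cut at about 25% in these data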;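 also: 0% = enzyme with DMSO only and 100% = wells lacking PAFAH1B3 protein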
Target sequence (Q15102 whole entry, looked up): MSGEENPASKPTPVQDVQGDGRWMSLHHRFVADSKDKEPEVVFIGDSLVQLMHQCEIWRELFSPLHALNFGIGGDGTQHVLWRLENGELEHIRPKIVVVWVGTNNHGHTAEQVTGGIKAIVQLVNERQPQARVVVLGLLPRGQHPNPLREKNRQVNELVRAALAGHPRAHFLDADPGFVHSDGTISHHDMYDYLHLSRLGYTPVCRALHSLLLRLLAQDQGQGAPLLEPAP
An asterisk follows results filed as active; nt = not tested or not shown. Only part of the results is shown; count on the stated rates, not on these rows.

Below each SMILES: LYPLA1 inh, PAFAH2 inh, ZTA counter, PAFAH1B2 inh, pPAFAH inh, EBNA-1 inhibitor, LYPLA2 inh, PREPL inhibitor, PAFAH1B3 inh
- COC(=O)c1c(NC(=S)NNC(=O)c2ccc(Cl)s2)sc(C(=O)N(C)C)c1C
→ 0, 50*, 12, 3, 10, 13, 1, 0, 5
- COCCSc1ccccc1C(=O)Nc1ccc(Cl)cc1
→ 3, 0, -31, 4, 3, -10, 4, 10, 2
- Cn1nnnc1SCC(=O)N(C1CCCCC1)C1CCS(=O)(=O)C1 (stereo not given)
→ 2, -4, 16, -1, 6, 5, -2, 2, 1
- CCN(CC(=O)Nc1c(F)cccc1F)C(=O)CNC(=O)c1cccs1
→ 0, -32, 4, 1, -6, -3, 1, -10, 2
- COc1ccc(NC(=O)Cn2c(=O)n(CC3CCCO3)c(=O)c3cc(OC)c(OC)cc32)c(OC)c1 (stereo not given)
→ 0, -4, -9, 1, -1, -8, 8, 6, 1
- CCCCSc1nnc2nc(C)cc(C)n12
→ 1, -6, -12, 1, -3, -10, -2, 2, 8
- CC(OC(=O)c1n[nH]c2ccccc12)C(=O)Nc1ccccc1[N+](=O)[O-] (stereo not given)
→ -1, 2, -7, 1, 3, nt, -2, -1, 1
- CC(OC(=O)c1cccc(NS(C)(=O)=O)c1)C(=O)Nc1ccc2c(c1)OCO2 (stereo not given)
→ -8, 6, 3, -2, 3, nt, -7, -4, 5
- Cc1cccc(N(C(=O)c2snc(C(N)=O)c2N)C(C(=O)NC2CCCC2)c2ccncc2)c1 (stereo not given)
→ -2, -11, 0, 1, 3, 7, 3, -4, 1
- CCc1ccc(N2CN=c3s/c(=C\c4ccccc4)c(=O)n3C2)cc1
→ 2, -5, -8, 3, 8, 2, 2, -4, 11
- CC(C)CCN(C(=O)C1=COCCO1)c1c(N)n(Cc2ccccc2)c(=O)[nH]c1=O
→ 1, 4, 12, -1, 8, 0, 5, 9, -4
- CC(=O)c1ccc(NC(=O)CNCc2cccs2)cc1
→ 1, -2, -11, 4, -1, -3, 11, 15, 5
- O=C(NC(=S)Nc1cccc([N+](=O)[O-])c1)c1ccco1
→ -1, 2, 10, 6, 10, -4, -5, 3, 5
- Cc1ccc2c(CC(=O)Nc3ccc(N4CCN(C)CC4)cc3C)coc2c1
→ 0, 6, -2, 8, 21, 5, -2, 61*, 3
- CSCCC(NC(=O)c1ccccc1)C(=O)OCC(=O)c1ccc[nH]1 (stereo not given)
→ -5, -1, -5, -1, 6, 11, 1, 0, 4

Arranged by the number under PAFAH2 inh (lowest first): 6 of the compounds above.
SMILES,PAFAH2 inh
CCN(CC(=O)Nc1c(F)cccc1F)C(=O)CNC(=O)c1cccs1,-32
COc1ccc(NC(=O)Cn2c(=O)n(CC3CCCO3)c(=O)c3cc(OC)c(OC)cc32)c(OC)c1 (stereo not given),-4
CC(=O)c1ccc(NC(=O)CNCc2cccs2)cc1,-2
COCCSc1ccccc1C(=O)Nc1ccc(Cl)cc1,0
O=C(NC(=S)Nc1cccc([N+](=O)[O-])c1)c1ccco1,2
Cc1ccc2c(CC(=O)Nc3ccc(N4CCN(C)CC4)cc3C)coc2c1,6

(more compounds)
Below each SMILES: LYPLA1 inh, PAFAH2 inh, ZTA counter, PAFAH1B2 inh, pPAFAH inh, EBNA-1 inhibitor, LYPLA2 inh, PREPL inhibitor, PAFAH1B3 inh
- CC(OC(=O)CC1CC2CCC1C2)C(=O)Nc1ccc(C(N)=O)cc1 (stereo not given)
→ 0, -2, 1, 4, 1, nt, 7, -4, 0
- COc1ccc([N+](=O)[O-])cc1NC(=O)CCC(=O)c1cccs1
→ 1, 7, 0, 3, 2, 5, -2, -3, 9
- COc1ccc(C(=O)C2CCCN(Cc3c(O)cccc3OC)C2)cc1OC (stereo not given)
→ -5, 3, -1, 4, 2, 8, 0, -2, 1
- CC(C)n1cc(/C=C2/SC(=O)N(CC(=O)N3CCCC3)C2=O)c2ccccc21
→ -1, -9, 15, -3, 7, 12, -2, -10, 1
- COc1ccc(NC(=O)C2CCCCN2S(=O)(=O)c2ccc(F)cc2)cc1 (stereo not given)
→ 4, 7, -7, -1, 6, 8, 4, -1, 3
- CCOC(=O)c1nnsc1-c1ccc(-c2snnc2C(=O)OCC)cc1
→ 2, 0, 8, 3, 3, 10, 10, -4, 3
- COc1ccc(NC(=O)c2cc3c(CO)cnc(C)c3oc2=Nc2cc(OC)cc(OC)c2)cc1
→ -7, -4, -6, 1, 2, -12, -7, 19, 2
- O=C(c1cccs1)N(c1ccc(Br)cc1)C1C=CS(=O)(=O)C1 (stereo not given)
→ 1, -6, -4, -2, 3, 7, 1, -8, -16
- COc1cc(OC)c(N(C)C(=O)c2cn(C)c(=O)c3cc(OC)c(OC)cc23)cc1Cl
→ -4, 1, 2, -3, 3, -10, -1, 11, 3
- COc1ccc(S(=O)(=O)Nc2cc3c4c(c2)CC(=O)N4CCC3)cc1C
→ -1, 4, 11, 1, 12, 4, 0, 5, -2
- CCCCN1CC[C@@H]2C=CC[C@H](C(=O)OC)[C@@H]2C1=O
→ nt, 0, nt, 4, 3, nt, nt, nt, 5
- CN(C)/C=C(\C=N\OCc1ccc(Cl)cc1Cl)C(=O)Nc1ccc(Cl)c(Cl)c1
→ -4, 16, 0, 6, -15, -8, 6, -23, 4
- N#CC1(NC(=O)CSc2nnc(C3CC3)n2C2CC2)CCCCC1
→ 2, -1, -8, 0, -1, nt, -1, 1, 3
- O=C(NCCn1ccc2ccccc21)C1CCCCC1
→ 1, 3, -18, 1, 4, -10, 10, 22, 1
- CCOc1ccc(CCNC(=O)CSc2cc(=O)n(CC)c3ccccc23)cc1OCC
→ 5, -4, 3, -1, 3, 5, 2, 6, 6
- CCOc1cc(/C=N/NC(=O)C(=O)NCc2cccnc2)ccc1O
→ 1, 1, -6, 4, 1, -1, -3, -3, 5
- C[C@H](NC(=O)[C@@H]1Cc2ccccc2CN1)C(=O)NC1CCCCC1
→ -1, 0, -22, 7, -4, -2, -2, 7, 7
- CC(=O)c1sc(NC(=O)c2cc3c(C)nn(-c4ccccc4)c3s2)nc1C
→ 0, -6, -4, -1, 7, 6, -4, -1, -2
- COc1ccc(NC(=S)N(Cc2cccnc2)Cc2cc3cc(OC)c(OC)cc3[nH]c2=O)cc1
→ 0, 5, -5, 6, 5, 7, 2, 8, 8
- CCOC(=O)c1c(NC(=O)C2c3ccccc3Oc3ccccc32)sc(C(=O)N(CC)CC)c1C
→ -6, -4, -4, -1, -3, -4, -4, -6, -1
- O=C(Nc1cccc(S(=O)(=O)NCc2ccco2)c1)c1cc(-c2ccc(F)cc2)nc2ccccc12
→ -34, -47, -10, -9, -35, 0, -65, -2, -27
- CCCCc1c(O)nc(SCC(=O)NC(C)(C)C)n(-c2ccccc2C)c1=O
→ 4, 1, 5, -4, 0, 11, 6, 2, -2
- Cc1ccc(NC(=O)c2sccc2C)nc1
→ -4, -3, 7, 1, 0, 6, 3, 7, 7
- COc1c(Cl)cc(Cl)cc1CNc1ccc(S(N)(=O)=O)cc1
→ 1, 3, 5, 1, 1, -6, -4, 9, 8
- CCOC(=O)c1ccc2ncc(C(=O)OCC)c(NCCN3CCOCC3)c2c1
→ 2, 2, 11, -2, 7, 3, -1, 9, 7
- O=C(Cc1ccccc1)NCC(=O)OCc1ccccc1F
→ -2, 2, -1, 7, 7, -1, 2, 1, 5
- CCOc1ccc(NC(=O)c2ccc(N3CC4CC(C3)c3cccc(=O)n3C4)c(N)c2)cc1 (stereo not given)
→ 1, 10, 8, 4, 9, 6, -2, 2, 2
- COc1ccccc1N(C)C(=O)c1cc(S(=O)(=O)N2CCCC2)cn1C
→ 0, 3, 6, 2, 2, 10, 0, -5, -5
- O=C(NCc1nc2ccccc2[nH]1)C1=C[C@@H](c2csc3ccccc23)C[C@@H](OCCCCO)O1
→ -11, -5, 0, 0, -2, 0, -12, 11, 6
- CC1=C(C(=O)NCc2ccccc2)C(c2ccccc2OCC(N)=O)NC(=O)N1 (stereo not given)
→ 0, -5, 10, -1, 0, -2, 7, -6, 9

Brought forward from above: five compounds, followed by the next part.
Below each SMILES: LYPLA1 inh, PAFAH2 inh, ZTA counter, PAFAH1B2 inh, pPAFAH inh, EBNA-1 inhibitor, LYPLA2 inh, PREPL inhibitor, PAFAH1B3 inh
- O=C(Cc1ccccc1)NCC(=O)OCc1ccccc1F
→ -2, 2, -1, 7, 7, -1, 2, 1, 5
- CCOc1ccc(NC(=O)c2ccc(N3CC4CC(C3)c3cccc(=O)n3C4)c(N)c2)cc1 (stereo not given)
→ 1, 10, 8, 4, 9, 6, -2, 2, 2
- COc1ccccc1N(C)C(=O)c1cc(S(=O)(=O)N2CCCC2)cn1C
→ 0, 3, 6, 2, 2, 10, 0, -5, -5
- O=C(NCc1nc2ccccc2[nH]1)C1=C[C@@H](c2csc3ccccc23)C[C@@H](OCCCCO)O1
→ -11, -5, 0, 0, -2, 0, -12, 11, 6
- CC1=C(C(=O)NCc2ccccc2)C(c2ccccc2OCC(N)=O)NC(=O)N1 (stereo not given)
→ 0, -5, 10, -1, 0, -2, 7, -6, 9
- O=C(CSc1nc(-c2ccco2)cc(C(F)(F)F)n1)NCCCN1CCOCC1
→ 0, -4, -10, -2, -1, -12, 4, 1, 6
- Cc1ccc(NC(=O)CN2CCN(c3ccccn3)CC2)cc1S(=O)(=O)N(C)C
→ 1, 4, -3, 4, 2, 10, 5, 12, -2
- COCC(=O)OCC(=O)c1cc(C)n(-c2ccc(Br)cc2)c1C
→ 0, -1, -19, 0, -1, -26, -1, 1, 4
- Clc1nc(Nc2ccc(N3CCOCC3)cc2)c2ccccc2n1
→ -4, 1, 1, -3, 5, -10, -3, 0, 7
- O=C(Nc1ccc(F)cc1)OCCOc1ccc(Br)cc1
→ 0, -1, 2, 8, 0, 12, -1, -13, 6
- CC(NC(=O)C12CC3CC(CC(O)(C3)C1)C2)c1ccccc1 (stereo not given)
→ -2, -11, 3, 7, -6, -6, -3, 0, 5
- CSc1sc(-c2n[nH]c(=S)n2C)c2c1C=CCC2
→ 0, 3, -4, 4, 20, -7, 4, 15, 8
- CC(=O)Nc1ccc(CN2CCC(CO)(CCOc3ccccc3)CC2)cc1
→ 6, 4, -9, 2, 2, -2, 13, -21, 7
- N#Cc1cccc(NC(=O)CCn2ccnc2)c1
→ -1, 3, 1, 2, 7, -6, 4, 8, -2
- CCOC(=O)c1oc2cc(O)ccc2c(=O)c1-c1csc(C)n1
→ -1, 2, 5, 4, 7, -1, -4, 14, -3
- CCOC(=O)c1cc(NCc2cccs2)ccc1N1CCOCC1
→ -3, -3, 2, 2, 8, -6, 5, 7, 2
- Cn1ccnc1SCC(=O)c1ccc([N+](=O)[O-])cc1
→ -2, 1, -3, 4, -2, -5, -4, -4, 7
- CCCN(CC(=O)Nc1ccccc1OC)C(C)C(=O)NC(C)CCc1ccccc1 (stereo not given)
→ -1, -1, -9, 3, 1, -17, -1, -6, 2
- CC(CCn1cccn1)NC(=O)CCc1nnc(CCc2ccccc2)o1 (stereo not given)
→ 2, -3, -20, 4, 2, -5, 6, 10, 7
- O=C(OCCN1CCCCC1)c1cccc(F)c1
→ -3, -4, -22, 3, 2, -1, -1, -1, 8
- Cc1cccc(NS(=O)(=O)c2ccc(C3CCCCC3)cc2)c1
→ -24, -17, 1, 4, 1, -16, -48, -25, -6
- COc1ccccc1NC(=O)NNC(=O)c1cc2ccccc2cc1O
→ -2, 2, 4, 10, 22, -7, 1, 18, 32*
- CC(CNC(=O)C(C)C)NC(=O)C(C)C (stereo not given)
→ 4, -3, 2, 2, 4, -7, 9, 2, 9
